LYPLA1 inh: LYPLA1 inhibitors, primary screen, counter-screen for PME1 inhibitor project, biochemical, fluorescence polarization, FP-Rh probe ABPP; Acyl-protein thioesterase 1 (Homo sapiens), O75608; recombinant LYPLA1; inhibition, % at 5.9 µM; 320,000 compounds, 0.16% hits; AID 2174, 2009;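 active = inhibition above the mean of all tested compounds plus 3 SD, set per campaign, cut at about 14% in these data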;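 note: inhibitors block serine hydrolase probe labeling of LYPLA1 so polarization falls; 0% = enzyme with DMSO and 100% = wells lacking LYPLA1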
Target sequence (O75608 whole entry, looked up): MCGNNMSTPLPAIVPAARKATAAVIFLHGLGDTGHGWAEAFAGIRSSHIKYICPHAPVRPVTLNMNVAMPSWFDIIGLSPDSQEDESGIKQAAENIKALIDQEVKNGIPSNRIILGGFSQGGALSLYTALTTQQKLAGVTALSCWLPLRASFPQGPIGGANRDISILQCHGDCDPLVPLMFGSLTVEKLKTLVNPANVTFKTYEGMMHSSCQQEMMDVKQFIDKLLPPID
LYPLA2 inh: LYPLA2 inhibitors, primary screen, counter-screen for PME1 inhibitor project, biochemical, fluorescence polarization, FP-Rh probe ABPP | Acyl-protein thioesterase 2 (Homo sapiens), O95372 | recombinant LYPLA2 | inhibition, % at 5.9 µM | 320,000 compounds, 0.38% hits | AID 2177, 2009;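 active = inhibition above the screen-wide mean plus 3 SD, limit set per campaign, cut at about 26% in these data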;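 note: 0% = LYPLA2 with DMSO and 100% = wells lacking LYPLA2 enzyme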
Target sequence (O95372 whole entry, looked up): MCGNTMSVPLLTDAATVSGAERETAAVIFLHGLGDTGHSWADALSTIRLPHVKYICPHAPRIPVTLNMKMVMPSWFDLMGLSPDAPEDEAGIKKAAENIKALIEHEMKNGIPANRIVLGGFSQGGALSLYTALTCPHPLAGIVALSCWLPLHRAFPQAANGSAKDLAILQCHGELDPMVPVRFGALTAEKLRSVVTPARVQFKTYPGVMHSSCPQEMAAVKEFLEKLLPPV
GSTO1 counter: inhibitors of recombinant GSTO1, primary screen, counter-screen for RBBP9 inhibitor project, biochemical, fluorescence polarization. AID 1974, 2009. Glutathione S-transferase omega-1 (Homo sapiens), P78417. 300,000 compounds, 1.1% hits. activity-based probe fluorescence polarization. inhibition, % at 5.96 µM;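 active = inhibition above the campaign mean inhibition plus 3 SD, cut at about 35% in these data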;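 note: 0% = GSTO1-1 with DMSO and 100% = wells lacking GSTO1-1 enzyme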
PAFAH1B3 FP inh: PAFAH1B3 enzyme inhibitors, primary screen, biochemical, fluorescence polarization, human; Platelet-activating factor acetylhydrolase IB subunit alpha1 (Homo sapiens), Q15102; recombinant PAFAH1B3, FP-rhodamine probe; inhibition, % at 3.39 µM; 340,000 compounds, 0.28% hits;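 active = inhibition above the screen-wide average of all tested compounds plus 3 SD, cut at about 25% in these data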;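 note: 0% = enzyme with DMSO only and 100% = wells lacking PAFAH1B3 protein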
PAFAH2 inh: PAFAH2 enzyme inhibitors, primary screen, biochemical, fluorescence polarization, human. Platelet-activating factor acetylhydrolase 2, cytoplasmic (Homo sapiens), Q99487. recombinant PAFAH2, FP-rhodamine activity probe. inhibition, % at 3.39 µM. 340,000 compounds, 0.99% hits. AID 492956, 2010;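 active = inhibition above the mean over all tested compounds plus 3 SD, cut at about 30% in these data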;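 note: inhibitors block probe labeling of enzyme so polarization drops; 0% = enzyme with DMSO and 100% = wells lacking PAFAH2 protein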
pPAFAH FP inh: pPAFAH enzyme inhibitors, primary screen, biochemical, fluorescence polarization, human; Platelet-activating factor acetylhydrolase (Homo sapiens), Q13093; recombinant pPAFAH, FP-rhodamine probe fluorescence polarization; inhibition, % at 3.39 µM; 330,000 compounds, 1.5% hits; AID 463082, 2010;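 active = inhibition above the mean inhibition across the screen plus 3 SD, cut at about 25% in these data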;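 note: inhibitors block binding of the rhodamine activity-based probe so polarization drops; 0% = enzyme with DMSO and 100% = wells lacking pPAFAH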
Target sequence (Q13093 whole entry, looked up): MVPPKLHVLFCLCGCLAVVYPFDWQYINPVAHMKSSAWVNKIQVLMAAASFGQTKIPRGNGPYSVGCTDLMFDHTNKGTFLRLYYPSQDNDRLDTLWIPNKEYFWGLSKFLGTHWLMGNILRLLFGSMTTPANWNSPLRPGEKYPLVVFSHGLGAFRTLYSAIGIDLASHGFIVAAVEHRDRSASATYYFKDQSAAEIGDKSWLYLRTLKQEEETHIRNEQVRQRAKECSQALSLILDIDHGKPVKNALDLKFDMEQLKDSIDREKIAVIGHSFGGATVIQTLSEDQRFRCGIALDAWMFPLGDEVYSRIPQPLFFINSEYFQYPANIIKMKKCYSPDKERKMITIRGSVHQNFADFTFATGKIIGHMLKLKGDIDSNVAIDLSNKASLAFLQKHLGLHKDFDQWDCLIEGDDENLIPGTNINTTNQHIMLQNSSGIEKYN
PAFAH1B2 inh: PAFAH1B2 enzyme inhibitors, primary screen, biochemical, fluorescence polarization, human | Platelet-activating factor acetylhydrolase IB subunit alpha2 (Homo sapiens), P68402 | inhibition, % at 3.39 µM | recombinant PAFAH1B2, FP-rhodamine activity probe | AID 492953, 2010 | 340,000 compounds, 1.2% hits;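 active = inhibition above the mean of all tested compounds plus 3 SD, cut at about 24% in these data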;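 note: 0% = enzyme with DMSO and 100% = wells lacking PAFAH1B2; many of its hits are not listed in these tables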
PME-1 inh: PME-1 inhibitors via competitive probe labeling, primary screen, biochemical, fluorescence polarization, FP-Rh probe, HTS; recombinant PME-1; inhibition, % at 5.9 µM; AID 2130, 2009; Protein phosphatase methylesterase 1 (Homo sapiens), Q9Y570; 320,000 compounds, 0.53% hits;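 active = inhibition above the campaign mean of all compounds plus 3 SD, cut at about 26% in these data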;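 note: competitive labeling of PME-1 active site by serine hydrolase directed probe; 0% = PME-1 with DMSO and 100% = wells lacking PME-1 enzyme; inhibitors block probe labeling so polarization falls and inhibition rises; many of its hits are not listed in these tables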
PAD4 inh: human PAD4 inhibitors, primary screen, biochemical, fluorescence polarization, 1536-well format. Protein-arginine deiminase type-4 (Homo sapiens), Q9UM07. recombinant PAD4, RCA probe fluorescence polarization. AID 485272, 2010. inhibition, % at 6.36 µM. 330,000 compounds, 0.41% hits;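 active = percent inhibition above a cutoff equal to the mean of all tested compounds plus 3 SD, cut at about 15% in these data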;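 note: 0% = PAD4 with RCA probe and DMSO and 100% = probe without PAD4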
Active calls of the source: *; . = not tested or not shown. A portion of the library; the hit share may differ from the screen's.

SMILES	LYPLA1 inh	LYPLA2 inh	GSTO1 counter	PAFAH1B3 FP inh	PAFAH2 inh	pPAFAH FP inh	PAFAH1B2 inh	PME-1 inh	PAD4 inh
CCOC(=O)COc1c(OC)cc(Cl)cc1C1Nc2ccccc2C(=O)N1c1cccc(C)c1 (stereo not given)	-1	-5	-16	-2	5	0	2	-7	-2
COc1ccc(S(=O)(=O)Nc2cccc(C)c2C)c2cccnc12	0	8	-5	2	-2	20	2	-3	0
O=C(CN1C(=O)C2C3C=CC(C3)C2C1=O)Nc1cccc2c1CCCC2 (stereo not given)	0	3	8	9	4	3	0	1	1
Cc1cc(C(=O)N(C)C2CCCCC2)no1	-2	-2	-1	7	6	6	4	-6	-6
Cc1cccc(-n2ncc3c(NCc4cccs4)ncnc32)c1	-2	2	-9	4	2	3	-4	-10	3
O=c1c(Cl)c(N2CCCCC2)cnn1-c1nc2ccccc2[nH]1	4	1	-6	-1	17	-2	6	-11	1
Cc1ccc(-n2cc(C(=O)c3ccc4ccccc4c3O)cn2)cc1	-1	3	7	1	-1	7	-1	3	2
O=C(c1cc([N+](=O)[O-])ccc1Cl)N1CCN(c2ccccn2)CC1	-6	-7	-2	1	-2	5	-6	5	3
O=C(NC1CCCCC1)[C@@H]1CC=C[C@@H]2CCN(C3CCCCC3)C(=O)[C@@H]21	1	-8	5	2	3	-2	-1	-5	14
Cc1oc(-c2ccoc2)nc1CN(Cc1ccccc1)CC1CC1	3	6	-4	8	0	3	3	6	-6
Cc1sc2ncnc(SCC(=O)N3c4ccccc4Sc4ccc(Cl)cc43)c2c1C	3	9	3	4	-6	5	2	3	2
COc1ccc(N(CC(=O)N/N=C/c2ccc(OC3CSC3)cc2)S(=O)(=O)c2ccccc2)cc1	-16	-29	1	-2	-17	9	4	-29	-3
COc1cccc(CN(C)C(=O)C2CCN(S(=O)(=O)c3ccc(C)cc3)CC2)c1OC	-2	1	.	9	1	4	0	21	-6
COc1ccc(OC)c(CN2CCN(Cc3cc(=O)oc4cc(O)ccc34)CC2)c1	0	16	3	1	-4	12	-6	1	-4
CCc1ccc(-c2cc3c(=O)n(CC(=O)NCCN4CCCCC4C)nc(C)n3n2)cc1 (stereo not given)	-3	2	0	8	6	1	4	2	-5
O=[N+]([O-])c1cccc(S(=O)(=O)NCC2CC3CCC2C3)c1 (stereo not given)	0	-1	-3	6	8	-4	18	4	-8
COc1ccc(N2CCN(CCNC(=O)c3c(C)cc(=O)oc3C)CC2)cc1	-2	3	5	13	-1	-6	-4	-3	-3
Cc1ccc2cc(C(c3nnnn3CC3CCCO3)N3CCc4ccccc4C3)c(=O)[nH]c2c1 (stereo not given)	2	3	13	11	-3	0	6	-8	-11
COc1ccccc1/C=C/C(=O)Nc1ccc(N2CCOCC2)cc1	-4	1	2	7	1	4	4	-1	0
O=C(NCc1cccnc1)Nc1ccc(Br)cc1Cl	-2	-6	0	-2	-2	1	-3	8	0
NC1=NC(=O)C2(COC(c3ccccc3Cl)OC2)S1 (stereo not given)	3	1	1	3	-3	-4	-2	2	-4
CN1CCN(C(=O)c2ccc(N3CCCC3=O)cc2)CC1	-1	3	2	1	-11	-2	5	-4	-4
CCn1c(SCC(=O)N2CCc3ccccc32)nnc1-c1ccncc1	-2	-5	-4	-9	-4	0	-4	-3	3
COc1ccccc1N1CCN(c2cc(=O)n(Cc3ccc(F)cc3)c(=O)[nH]2)CC1	0	0	7	0	14	1	4	-4	0
COc1ccccc1C(=O)Nc1ccc(-c2nnc(SCC(=O)O)n2C)cc1	1	-1	-5	4	-1	5	6	1	0

Next section.
SMILES	LYPLA1 inh	LYPLA2 inh	GSTO1 counter	PAFAH1B3 FP inh	PAFAH2 inh	pPAFAH FP inh	PAFAH1B2 inh	PME-1 inh	PAD4 inh
CCOC(=O)c1ccc2c(c1)N(Cc1ccccc1C)C(=O)c1ccccc1S2=O (stereo not given)	-1	3	4	3	-4	5	4	-8	0
O=C1CCC(C(=O)N2CCc3ccccc3C2)CN1CCCN1CCOCC1 (stereo not given)	-5	-3	2	6	-5	1	4	2	-3
CN1CCN(c2nc(Nc3ccccc3)nc(N)c2[N+](=O)[O-])CC1	4	3	0	10	5	2	8	1	1
CCCOc1ccc(-c2csc3nc[nH]c(=O)c23)cc1	-1	9	-9	3	4	3	-1	-5	-4
Cc1ccc(SCC(=O)N2N=CCC2c2ccccc2)cc1 (stereo not given)	0	5	13	1	0	2	11	0	0
CCOc1ccccc1NC(=O)COC(=O)CCOc1cc(C)ccc1C	-2	-3	3	2	1	20	-7	7	1
COc1ccc(N2C(=O)CCC(C(=O)c3ccccc3)=C2C)cc1	2	2	6	2	-9	0	0	9	-1
Cc1ccc(-c2nc3sc(C(N)=O)c(N)c3c3c2CCCC3)cc1	-6	-9	1	2	7	5	-1	-7	-2
S=C(NC1CCCCC1)c1ccc2c(c1)OCO2	2	9	2	3	0	-3	8	-1	1
CC(C)(C)C1CC=C2C(C#N)=C(N)C(C#N)(C#N)C(c3cccs3)C2C1 (stereo not given)	-2	-9	-3	.	.	10	.	4	2
Cc1nn(-c2ccccn2)c2nc(-c3cccs3)cc(C(=O)N3CCOCC3)c12	-2	8	2	4	-7	-4	-1	4	-6
CCOC(=O)c1sc2ncn(/N=C/c3ccc(O)cc3)c(=O)c2c1C	0	3	0	3	6	1	6	-12	0
Cc1nc(C)c(-c2ccccc2)c(=O)[nH]1	-2	-6	-4	3	6	0	1	3	-4
CCOc1ccccc1N=Cc1c(O)c2ccccc2oc1=O	0	3	5	6	-4	4	-2	-4	2
Cc1nc2c(sc(=S)n2Cc2ccco2)c(=O)n1CC(=O)Nc1cc(F)ccc1F	-7	-8	0	4	-10	-7	-1	-15	-7
O=C(/C=C/Nc1cccc(O)c1)c1ccccc1	-3	-1	-1	3	8	1	5	1	0
Cc1cccc(C(=O)OCC(=O)NCC(C)C)c1O	-8	-8	6	6	3	-1	3	-11	2
COc1ccc(Oc2nc(C)cc(C)c2C#N)cc1	-2	7	0	5	0	-2	-1	1	0
Cc1ccc(NC2=CC(=O)CC(C)(C)C2)c(N)c1	-3	-5	-3	1	-3	3	0	2	-10
COc1ccc2[nH]c(=O)c(C(c3nnnn3CC3CCCO3)N3CCCCC3)cc2c1 (stereo not given)	-2	-4	3	0	0	1	7	0	-2
CN(C)CCCN(C(=O)c1ccc2c(c1)OCCO2)c1nc2cc3c(cc2s1)OCO3	-4	4	2	8	3	2	3	4	-4
O=C(COc1ncnc2sccc12)NC1CCS(=O)(=O)C1 (stereo not given)	0	-6	6	5	0	3	-1	1	2
CCN1C(=O)c2cccc3c(S(=O)(=O)Nc4ccccc4)ccc1c23	2	1	-2	-2	11	25*	2	-6	1
N#C/C(=C/c1ccc(-c2ccc(S(N)(=O)=O)cc2)o1)c1nc2ccccc2s1	-14	-19	20	-38	2	-6	-21	-24	-63
CCOc1cc(N2CCOCC2)c(OCC)cc1NC(=O)CN1C(=O)NC(C)(C2CC2)C1=O (stereo not given)	0	5	20	-2	3	1	-5	-3	-4

Next compounds follow:
SMILES	LYPLA1 inh	LYPLA2 inh	GSTO1 counter	PAFAH1B3 FP inh	PAFAH2 inh	pPAFAH FP inh	PAFAH1B2 inh	PME-1 inh	PAD4 inh
C/C(=N/NC(=O)c1cc(C(C)C)[nH]n1)c1cccs1	0	2	7	2	6	2	0	-5	-2
O=C(NC1CCCCC1)C1CC(=O)N(c2ccccc2)C1 (stereo not given)	0	1	6	-1	7	6	0	-4	-7
CNC(=O)c1ccc(Nc2nnc(-c3ccc(C)c(S(N)(=O)=O)c3)c3ccccc23)cc1	1	7	-12	1	1	1	4	-2	0
Cc1ccn2c(Nc3ccccc3C)c(-c3ccccn3)nc2c1	4	8	7	4	7	16	12	4	-3
C=C(C)CN1C(=O)C(O)(CC(=O)c2ccc3c(c2)OCCO3)c2ccccc21 (stereo not given)	1	7	2	3	-2	-1	2	1	0
COc1cc(/C=C/c2cccc[n+]2C)ccc1OCC(=O)Nc1cccc(Cl)c1	-8	-10	-1	-4	-6	-1	-1	-5	-6
O=C(OCC(=O)N1CCOCC1)c1cc(F)c(F)cc1Cl	1	3	-3	-2	-3	2	1	-3	-5
COCCn1nnnc1C(c1ccc(Cl)cc1)N1CCSCC1 (stereo not given)	2	2	2	6	-5	-1	3	-1	2
COc1ccccc1C(=O)Nc1ccc2c(c1)OCO2	0	4	2	-1	-6	8	1	-1	-2
O=C1C(Cl)=C(Nc2ccc(O)cc2)C(=O)c2ccccc21	2	5	90*	27*	9	1	13	21	3
CC(C)(C)c1nn2cnnc2n(/N=C/c2ccccc2)c1=O	2	0	-7	16	10	7	-1	-5	-5
COc1ccc(C(=O)NCc2nnc(SCC(=O)Nc3cccc(C(F)(F)F)c3)o2)cc1OC	-6	-6	-11	-1	0	-1	7	-2	0
COc1ccc(OC(C)C(=O)Nc2ccccc2C(F)(F)F)cc1 (stereo not given)	4	0	-5	-4	-3	4	-3	-8	0
CCNc1nc(Oc2ccc(=O)n(C)n2)nc(N2CCOCC2)n1	-2	-7	-5	11	7	3	2	-1	1
COc1ccc(S(=O)(=O)N(C)C[C@@H]2Oc3c(NS(C)(=O)=O)cccc3C(=O)N([C@@H](C)CO)C[C@H]2C)cc1	.	.	.	2	14	3	9	.	3
CSc1ccc(CN(C)CC(=O)Nc2ccc(NC(C)=O)cc2)cc1	4	1	4	11	-4	8	0	8	1
Cc1cc(NC(=O)CC(F)(F)F)n(-c2ccccc2)n1	0	3	16	3	2	2	2	3	1
Cc1cccc(NC(=S)NCc2ccc3[nH]c4c(c3c2)CCCC4)c1	-12	-11	-3	-5	4	6	4	14	-2
O=C(Cc1ccc([N+](=O)[O-])cc1)Nc1ccc2c(c1)OCO2	2	0	9	2	3	2	-1	0	1
CC(NC(=O)c1ccc2ccccc2n1)c1ccc(S(N)(=O)=O)cc1 (stereo not given)	-3	-2	5	9	5	-6	3	0	1
CC1CCN(C(=O)c2ccc(NS(C)(=O)=O)cc2)CC1	-2	0	0	3	-6	1	4	5	-5
Cc1ccc(Nc2nnc(SCC(=O)NCCN3C(=O)CSC3=O)s2)cc1C	-1	-7	10	5	6	13	4	1	-2
O=C(N/N=C/c1cc(Br)cc(Br)c1O)c1cccc(S(=O)(=O)N2CCOCC2)c1	-1	1	6	-1	3	4	1	0	1
Nc1cc(=O)[nH]c(SCC(=O)Nc2cccc([N+](=O)[O-])c2)n1	2	0	-6	11	0	5	1	-3	1
COc1ccc(C(=O)NNC(=O)Cc2ccc(Cl)cc2)cc1	0	-4	13	8	3	11	9	-9	-3

Bioassay records (PubChem)
